HT1080 IDH1KD tx: toxicity to HT-1080 IDH1 knockdown cells (counter line) | HT-1080 IDH1 knockdown viability, ATP luminescence, 48 h | Potency, µM (titrated, usually from 46.1 µM), without a hit: at the highest dose activity, negative = toxicity, usual class: cytotoxic | 2% of 360,000 active | AID 686971;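 note: potency is the fitted concentration of half-maximal effect; 0% = DMSO wells and -100% = cell-free medium wells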
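Assay cells: HT-1080 with IDH1 knockdown, 750 per well, RPMI/5% FBS. Exposure: 48 h at 37 °C following 2 h pre-incubation. Read: CellTiter-Glo luminescence; fitted concentration-response, curve class assigned.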
IL1B secr inh: blocks inflammasome-driven IL-1 beta release; THP-1 LPS/ATP IL-1B secretion, AlphaLISA, 16 h; active compounds read low; AID 743279; activity change, % at 57.5 µM; 4.7% of 360,000 active; in the data active = activity change below about -50%; inconclusive = mostly about -30% to -49%; note: % is set by controls: 0 for no effect and ±100 for the full control effect
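THP-1 cells pretreated 1 hr with compounds (up to 57.5 uM final), then stimulated with LPS (250 ng/mL final) plus ATP (1.25 mM final); secreted IL-1B measured by AlphaLISA after 16 hr, decreased signal indicating inhibition.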
KB-V1 MDR tox: kills drug-selected multidrug resistant KB-V1 cells. Potency, µM (top dose mostly 46.1 µM), inactives show at the top dose activity change, negative = cytotoxicity, usual class: cytotoxic. KB-V1 MDR cells viability, CellTiter-Glo, 72 h. 3.4% of 400,000 active; note: potency is the fitted concentration of half-maximal effect; % is set by controls: 0 for no effect and ±100 for the full control effect; nearly all actives have a fitted effect of over 60% in size
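KB-V1, DMEM (no phenol red) + 10% FBS; cpd pin-transferred, titration series; 72 h, 37 degrees C; CellTiter-Glo, luminescence. Data normalized, curve-fit.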
ATXN2 expr inh: inhibitors of ATXN2 expression | HEK-293 ATXN2-luciferase reporter, luminescence, 24 h | 0.72% of 360,000 active | AID 1745845 | Potency, µM (top dose mostly 57 µM), without a hit: at the top dose activity change, negative = inhibition, hits mostly inhibitors; note: potency is the fitted concentration of half-maximal effect; % is set by controls: 0 for no effect and ±100 for the full control effect; nearly all actives have a fitted effect of over 55% in size
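ATXN2-luciferase reporter cells (luciferase flanked by upstream and downstream ATXN2 gene portions) were treated 24 h at 37 °C with compounds at up to 57 uM. SteadyGlo luminescence gave expression; GF-AFC fluorescence gave viability.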
KB-3-1 tox: KB-3-1 parental cell cytotoxicity. KB-3-1 viability, CellTiter-Glo ATP luminescence, 72 h. Potency, µM (doses to about 46.1 µM), for the others: at the top dose activity change, negative = cytotoxic, hits mostly cytotoxic. 1.4% of 400,000 active; note: potency is the fitted concentration of half-maximal effect; % is set by controls: 0 for no effect and ±100 for the full control effect; nearly all actives have a fitted effect of over 60% in size
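KB-3-1 cells, DMEM (no phenol red) + 10% FBS; compound by pin transfer, 72 h, 37 °C. Readout: CellTiter-Glo luminescence after 10 min. Data normalized, curve-fitted.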
S2 tox: viability counter-screen for ATXN expression inhibitors; S2 cells (HEK-293 line with an ATXN2-luciferase reporter) viability, CellTiter-Fluor protease fluorescence, 24 h; Potency, µM (highest dose often 56.7 µM), actives largely listed as cytotoxic; 0.49% of 400,000 active; note: potency is the fitted concentration of half-maximal effect; nearly all actives have a fitted effect of over 40% in size
HT1080NT lethal: kills 2HG-producing HT-1080-NT fibrosarcoma cells; HT-1080-NT fibrosarcoma viability, CellTiter-Glo ATP luminescence, 48 h; Potency, µM (doses to about 46.1 µM), without a hit: at the highest dose activity, negative = less viability, hits mostly cytotoxic; 1.6% of 360,000 active;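 note: NT is the 2HG producing partner of a matched IDH1 knockdown line; potency is the fitted concentration of half-maximal effect; 0% = DMSO-treated cells and -100% = media-only wells without cells; nearly all actives have a fitted effect of over 55% in size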
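HT-1080-NT fibrosarcoma cells (2HG-overproducing), 750 cells/well in RPMI with 5% FBS, dosed after 2 h and incubated 48 h at 37C. CellTiter-Glo luminescence normalized to DMSO and no-cell wells; concentration-response curves fitted and classed.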
SW480 rereplic: DNA re-replication induction in SW480 cells. 1.8% of 340,000 active. Potency, µM (highest dose often 46.1 µM), inactives show at the top dose re-replication activation, most hits filed as activators. SW480 DNA re-replication, Hoechst DNA content imaging, 48 h; note: potency is the fitted concentration of half-maximal effect; % of control where 0% means no effect; nearly all actives have a fitted effect of over 55% in size
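DNA re-replication was detected as more nuclei of elevated Hoechst intensity after 48 hr exposure to compound (23 nL pinned per well of 250 cells).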
MCF10A rerep: inducers of DNA re-replication in MCF 10A breast cells; 2.9% of 350,000 active; MCF 10A DNA re-replication, Hoechst nuclear intensity, 48 h; AID 624296; Potency, µM (series often up to 46.1 µM), inactives show at the highest dose activity, positive = re-replication, usual class: activators; note: potency is the fitted concentration of half-maximal effect; % of control where 0% means no effect; nearly all actives have a fitted effect of over 50% in size
The depositor's hits bear a star; i = inactive; ? = inconclusive; / = no result given; & = joins results of further samples; [ ] = another dose, or the depositor's remark. Unless noted, calls come from the whole dose curve; as a rule, active = well fitted curve in the direction sought with a large enough effect; inconclusive = small, poorly fitted or top-dose-only effect, or another doubt; inactive = no such curve, though single readings can be large; an effect the other way counts as inactive or inconclusive. This is a random part of the collection; 11% or so of the library scored in one or more.

SMILES | HT1080 IDH1KD tx | IL1B secr inh | KB-V1 MDR tox | ATXN2 expr inh | KB-3-1 tox | S2 tox | HT1080NT lethal | SW480 rereplic | MCF10A rerep
CC(Sc1nccn1C)C(=O)c1ccc(Br)cc1 (stereo not given) | 9.8% | -1.0 | -5.8% | 1.2% | -7.5% | i | 14.7% | -22.3% | -13.0%
O=C(C1CCC1)N1CCN(S(=O)(=O)c2ccccc2)CC1 | -2.7% | 1.2 | ? | -9.0% | ? | i | -4.8% | -19.4% | ?
COc1cc(/C=C/c2ccc3cccc(O)c3n2)cc(Cl)c1OC | ? | -93.3* | ? | 30.1% | ? | ? | ? | 4.61µM* | 14.6µM*
COc1ccc(N(C)C(=O)Cn2cc(S(=O)(=O)N3CCN(c4ccccc4F)CC3)c3ccccc3c2=O)c(OC)c1 | / | / | -5.4% | -7.5% | 0.0% | i | / | / | /
Cc1ccc(C(=O)N(c2ccccn2)C(C)c2ccco2)cc1 (stereo not given) | 10.7% | -18.5 | 1.1% | 12.2% | -3.1% | i | 17.6% | -0.3% | 4.1%
CCOC(=O)c1nn(-c2ccc(Cl)cc2)c(C)cc1=O | 1.0% | -13.3 | 10.6% | -8.7% | 5.5% | i | 6.8% | -0.8% | -0.1%
CC(=O)N1CCc2ccc(S(=O)(=O)N3CC(C)OC(C)C3)cc21 (stereo not given) | 14.6% | -4.1 | ? | 1.2% | -0.3% | i | 5.9% | -0.6% | -0.2%
CC(=O)N1c2ccc(S(=O)(=O)N3CCCCC3)cc2CC1C(=O)Nc1ccc(C)cc1 (stereo not given) | -17.2% | -11.2 | -8.3% | 9.3% | -29.4% | i | -14.3% | 2.4% | 0.7%
CC(=O)/C(N=Nc1ccc(C(=O)O)cc1[N+](=O)[O-])=C(\C)O | -3.4% | -5.9 | ? | / | 0.0% | i | 0.0% | -21.8% | 5.8%
O=C(COC(=O)c1c(F)cccc1F)Nc1ccc2c(c1)OCO2 | 6.4% | 2.8 | 0.1% | 6.7% | -2.0% | i | -5.0% | -14.5% | 3.2%
O=c1c2c(n3nnnc3n1Cc1ccccc1)-c1ccccc1CC21CCCC1 | 6.2% | 14.2 | -3.1% | -5.6% | -16.0% | i | 7.8% | -4.2% | 18.1%
Cc1ccc(CN2CCC(Oc3ccc(C(=O)NCc4ccccn4)cc3)CC2)o1 | 8.3% | -6.3 | -22.1% | -5.9% | -3.5% | i | 4.0% | 2.7% | 20.9%
CCOc1ccc(Nc2ncnc3c2cnn3-c2ccccc2)cc1 | 4.6% | -14.8 | 26.6% | -3.3% | 2.2% | i | 11.5% | -7.0% | 19.7%
CCCCNC(=O)c1onc(CSc2cccc(OCC)c2)c1C(=O)O | -7.6% | 2.8 | -5.8% | 110.8%[activator] | -0.8% | i | -6.9% | -4.5% | -3.7%
Cc1ccc(CSCCNC(=O)CSc2ccccc2)cc1 | -0.4% | -23.5 | -28.2% | 4.9% | -0.6% | i | 6.3% | 0.3% | 11.8%
Cc1ccc2c(CC(=O)N(Cc3cccc(Cl)c3)C3CCS(=O)(=O)C3)coc2c1 (stereo not given) | / | / | -18.6% | -29.1% | 1.0% | ? | / | / | /
Cc1ccc(S(=O)(=O)N2CCC(C(=O)OCC(=O)N3CCCC3=O)CC2)cc1C | 15.4% | -1.5 | 5.2% | 1.6% | -0.5% | i | 8.5% | -5.2% | -4.0%
COc1cc(OC)c2c(c1)C(=O)c1cc(OC)cc(OC)c1C2=O | ? | 1.8 | 4.9% | -7.8% | 2.1% | i | 4.7% | -6.4% | 19.3%
CC(=O)Nc1ccc(Oc2nc(-c3cccnc3)nc3sc4c(c23)CCCC4)cc1 | 6.5% | -6.5 | 25.6% | -6.8% | -0.6% | i | 13.5% | -7.3% | 2.8%
CCc1nnc(NS(=O)(=O)c2ccc(N3C(=O)c4ccc(C(=O)O)cc4C3=O)cc2)s1 | 28.4% | 6.6 | 9.7% | -10.6%[11.3 µM] | 8.4% | i | 21.7% | -4.0% | -9.7%
CC(C)CN(C(=O)COC(=O)CNC(=O)c1ccccc1)c1c(N)n(Cc2ccccc2)c(=O)[nH]c1=O | 12.1% | 8.2 | 17.1% | 8.3% | 1.4% | i | 3.7% | 0.0% | 2.4%
Cc1cccc(S(=O)(=O)NC(=O)C2(C)CCN2C(=O)C/C=C/c2ccccc2)c1 (stereo not given) | 2.3% | 9.4 | 5.3% | 2.0% | 0.0% | i | 10.5% | / | /
COC(=O)Cn1ncn2c(cc3oc(C)cc32)c1=O | 14.1% | 2.4 | 10.0% | 22.1% | 22.6% | i | 11.3% | -3.0% | 0.8%
COc1cc(/C=N/NC(=O)c2cccs2)ccc1OCc1ccccc1 | -0.2% | 21.8 | 8.5% | / | 0.7% | / | 3.2% | -16.2% | 0.1%
COC(=O)C1=NN(c2cccc3ccccc23)C2C(=O)N(c3ccccc3OC)C(=O)C12 (stereo not given) | 0.1% | 4.1 | 0.0% | -16.3% | -1.7% | i | 4.0% | -13.0% | -2.5%
CCC(Sc1nc2ccncc2[nH]1)C(=O)Nc1cc(Cl)ccc1C (stereo not given) | -3.3% | 15.4 | 0.0%&12.9% | ? | -13.0%&11.7% | ? | 18.6% | -4.7% | -0.5%
COc1ccc(CNC(=O)c2ccc(NS(=O)(=O)c3ccc4[nH]c(=O)[nH]c4c3)cc2)cc1OC | 7.9% | 11.3 | -3.0% | / | 0.4% | i | 4.1% | -6.7% | -5.3%
COc1cccc(NC(=O)c2sc3nc(N4CCOCC4)c4c(c3c2N)CC(C)(C)OC4)c1 | / | / | 0.0% | 7.1% | -0.9% | i | / | / | /
CN(Cc1ccc(Cl)cc1)C(=O)c1ccc2ccccc2n1 | -12.0% | 13.0 | -2.8% | -19.6% | ? | i | -16.6% | 12.0% | ?
O=C(NC(=S)Nc1ccc2cn[nH]c2c1)c1ccccc1 | 18.7% | 14.7 | -0.3% | / | 5.3% | i | 18.1% | ? | -4.0%
CCCOC(=O)c1[nH]c2c(c1C)C(=O)CC(c1ccc(OC)c(OC)c1)C2 (stereo not given) | -1.1% | 15.8 | ? | -7.1% | 2.3% | i | -4.7% | -0.2%&-3.9% | 0.4%&-19.8%
COc1ccc(/C=N\NC(=O)c2ccccc2F)cc1COc1ccc(F)cc1 | -14.0% | 35.1 | 7.7% | 1.7% | 0.0% | i | -17.0% | 3.1% | 5.6%
Fc1ccccc1C(NCCc1ccc(Cl)cc1)c1nnc(-c2ccccc2)o1 (stereo not given) | / | / | ? | -15.4% | -2.8% | i | / | / | /
COc1ccc(S(=O)Cc2ccc(C(=O)NCc3cccc(OC)c3)o2)cc1 (stereo not given) | -1.3% | -10.5 | -4.3% | 7.4% | 18.6% | i | 0.0% | ? | -2.6%
Cc1ccc(S(=O)(=O)Nc2ccc3ccccc3c2[N+](=O)[O-])cc1 | -21.3% | 25.3 | -11.5% | -11.0% | -4.0% | i | ? | -4.2% | 18.4µM*
CCN(CC)S(=O)(=O)c1cc(NC(=S)NC(=O)C2CCCC2)ccc1C | -18.9% | -18.2 | -7.3% | ? | ? | ? | -11.3% | 28.6% | ?
O=C(Oc1ccccc1)c1cc(O)c(O)c(O)c1 | ? | 130.3 | -9.2% | -24.3% | -11.4% | i | ? | / | /
COc1ccc(N(CC(=O)NCCSCc2cccc(Cl)c2)S(C)(=O)=O)cc1Cl | -12.1% | ? | ? | -18.7% | 0.6% | i | -16.5% | -1.2% | 3.6%
O=C(C[C@H]1C/C=C\C[C@H](NC(=O)OCC2c3ccccc3-c3ccccc32)C(=O)O[C@@H](c2ccccc2)CNC1=O)NCCO | -4.7% | -8.7 | -0.2% | 4.6% | 0.0% | i | -0.2% | -17.4% | -31.8%[inhibitor]
CN(C)S(=O)(=O)c1ccc(Cl)c(NC(=O)COC(=O)CN2C(=O)C3CCCCC3C2=O)c1 (stereo not given) | -4.9% | 2.2 | 2.9% | -5.4% | 0.5% | i | 3.3% | -8.7% | -4.4%
Cc1nn(-c2ccccn2)c2c1-c1nc(N)ncc1CC2 | -1.7% | -0.5 | -14.6% | 21.5% | 10.2% | i | -14.2% | 1.3% | 5.6%
O=C(NC(=S)NN1CCOCC1)c1cc(Br)ccc1Cl | -3.2% | 5.6 | / | -6.7% | / | i | -0.5% | -2.3% | ?
Cc1ccc(C)c(NC(=S)N2CCCCC2CO)c1 (stereo not given) | -2.2% | 9.2 | ? | 8.1% | -4.0% | i | -1.9% | -511.7%[1.84 µM] | -3.2%
O=C(COC(=O)CCc1c[nH]c2ccccc12)NCc1ccc2c(c1)OCO2 | 14.7% | 16.0 | 7.4% | -15.1% | -1.5% | i | 8.0% | 0.4% | 2.0%
Cc1cnc(C(=O)OCC(=O)NCc2ccccc2)cn1 | 14.0% | -7.9 | 14.2% | -29.7% | -3.1% | ? | 15.4% | -5.9% | -0.5%
Cc1cc2nc(CN(C)C(=O)C3CCC(=O)N(C4CCCC4)C3)[nH]c2cc1C (stereo not given) | 10.9% | -9.7 | 18.9% | / | 7.9% | i | 6.5% | / | /
CCn1c(SCC(=O)N2CCOCC2)nnc1C(C)NC(=O)c1ccccc1 (stereo not given) | 11.2% | -7.7 | ? | -0.2% | 0.0% | i | -8.9% | -0.4% | 2.9%

At a glance, three of the compounds above.
SMILES | HT1080 IDH1KD tx | IL1B secr inh | KB-V1 MDR tox | ATXN2 expr inh | KB-3-1 tox | S2 tox | HT1080NT lethal | SW480 rereplic | MCF10A rerep
Cc1cnc(C(=O)OCC(=O)NCc2ccccc2)cn1 | 14.0% | -7.9 | 14.2% | -29.7% | -3.1% | ? | 15.4% | -5.9% | -0.5%
Cc1cc2nc(CN(C)C(=O)C3CCC(=O)N(C4CCCC4)C3)[nH]c2cc1C (stereo not given) | 10.9% | -9.7 | 18.9% | / | 7.9% | i | 6.5% | / | /
CCn1c(SCC(=O)N2CCOCC2)nnc1C(C)NC(=O)c1ccccc1 (stereo not given) | 11.2% | -7.7 | ? | -0.2% | 0.0% | i | -8.9% | -0.4% | 2.9%
